# Screening results (PubChem)
# GalR3 antagonist: antagonists of human GalR3 | O60755 | HEK293 GalR3-CNG cAMP membrane potential fluorescence; galR3 body fused to GalR1 C-terminus | inhibition, % at 3 µM | actives 0.44% (n = 360,000);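 active = inhibition above the screen-wide average plus 3 SD, cut at about 13% in these data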;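 also: forskolin and galanin both at EC90 stimulate the cells; cAMP rise reported by CNG channel membrane potential dye signal; 0% = forskolin plus galanin with DMSO and 100% = forskolin alone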
# Target sequence (O60755 1-299 limits assumed): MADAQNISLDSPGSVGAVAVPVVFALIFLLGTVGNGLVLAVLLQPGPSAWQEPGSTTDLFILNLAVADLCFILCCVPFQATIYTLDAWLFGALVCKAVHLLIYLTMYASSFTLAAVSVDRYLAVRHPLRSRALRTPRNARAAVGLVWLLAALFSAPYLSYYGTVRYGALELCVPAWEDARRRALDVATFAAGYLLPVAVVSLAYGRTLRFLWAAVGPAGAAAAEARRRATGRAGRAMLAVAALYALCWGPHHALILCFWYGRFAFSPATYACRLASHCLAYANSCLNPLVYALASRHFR
# VIM-2 inhibitor: inhibitors of Pseudomonas aeruginosa VIM-2 metallo-beta-lactamase. inhibition, % at 5.6 µM. actives 0.89% (n = 290,000). purified VIM-2, nitrocefin hydrolysis, epi-absorbance fluorescence;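 active = inhibition above the mean of all tested compounds plus 3 SD, cutoff set per screening run, cut at about 7.5% in these data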;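 also: red hydrolysis product quenches plate fluorescence so inhibitors raise well fluorescence; 0% = enzyme with DMSO and 100% = DMSO without enzyme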
# PHOSPHO1 inh: inhibitors of human PHOSPHO1 phosphatase. Q8TCT1. recombinant PHOSPHO1, absorbance phosphatase assay. inhibition, % at 13.3 µM. actives 1.1% (n = 290,000); in the data active = inhibition above about 60%
# Target sequence (Q8TCT1 whole entry, looked up): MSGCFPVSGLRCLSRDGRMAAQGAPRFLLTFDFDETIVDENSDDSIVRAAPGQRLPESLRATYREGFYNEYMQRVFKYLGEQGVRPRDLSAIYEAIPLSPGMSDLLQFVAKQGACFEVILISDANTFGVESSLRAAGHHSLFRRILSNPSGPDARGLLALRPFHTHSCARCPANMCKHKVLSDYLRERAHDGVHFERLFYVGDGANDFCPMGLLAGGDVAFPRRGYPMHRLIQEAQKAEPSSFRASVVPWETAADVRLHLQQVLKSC
# GPR7 antagonist: antagonists of human GPR7 (neuropeptides B/W receptor 1); GPR7-expressing cells, fluorescence antagonist assay; inhibition, % at 4.4 µM; actives 1.1% (n = 290,000); in the data active = inhibition above about 16%, passing the limit was not always enough;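 also: cells stimulated with the agonist NPW; 0% = agonist with vehicle and 100% = vehicle without agonist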
# Target sequence (P48145 whole entry, looked up): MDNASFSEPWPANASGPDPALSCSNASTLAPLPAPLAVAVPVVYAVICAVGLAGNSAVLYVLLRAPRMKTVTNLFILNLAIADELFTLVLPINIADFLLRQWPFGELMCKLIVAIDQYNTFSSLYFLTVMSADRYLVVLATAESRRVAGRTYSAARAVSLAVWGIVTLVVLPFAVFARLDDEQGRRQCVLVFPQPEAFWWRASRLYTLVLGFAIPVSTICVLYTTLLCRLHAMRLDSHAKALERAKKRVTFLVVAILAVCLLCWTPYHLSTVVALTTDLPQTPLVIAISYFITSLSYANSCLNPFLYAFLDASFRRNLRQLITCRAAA
# IMP-1 inh: inhibitors of Pseudomonas aeruginosa IMP-1 metallo-beta-lactamase; purified IMP-1, nitrocefin hydrolysis, epi-absorbance fluorescence; inhibition, % at 5.6 µM; actives 0.45% (n = 290,000); AID 1556;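 active = inhibition above the mean plus 3 SD of all compounds in the same screening run, cut at about 4.5% in these data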;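 also: 0% = IMP-1 with DMSO and 100% = DMSO wells lacking enzyme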
#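 System: purified recombinant IMP-1 beta-lactamase. Medium: Zinc- and detergent-supplemented HEPES buffer, pH 7.1. Compound: one 5.6 µM dose […]. Schedule: 15 min preincubation plus 25 min reaction at 25 °C. Technique: Epi-absorbance fluorescence, 480 nm excitation, 530 nm emission.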
# OXTR ag: human OXTR agonism | CHO-OTR cells, Fluo-8 calcium fluorescence; normalized: DMSO 0%, oxytocin 100% | activation, % at 3 µM | actives 0.32% (n = 320,000);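 active = activation above the mean of all tested compounds plus 3 SD, cutoff set per screening run, cut at about 20% in these data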;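 also: peak over basal fluorescence ratio from a 100 s FLIPR kinetic read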
# FID counter: fluorescent intercalator displacement, NS3 helicase counter-screen; DNA fluorescent intercalator displacement, fluorescence; inhibition, % at 7.9 µM; actives 0.17% (n = 290,000); in the data active = inhibition above about 37%;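 also: 0% = vehicle and 100% = reference compound; higher means more ethidium bromide displaced from hairpin DNA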
# NS3 helicase inh: blocks Hepatitis C virus NS3 helicase unwinding; NS3 helicase DNA unwinding, Cy5 molecular beacon fluorescence; inhibition, % at 10.9 µM; actives 0.56% (n = 290,000);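 active = inhibition above the mean of all tested compounds plus 3 SD, set per campaign, cut at about 35% in these data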;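 also: 0% = DMSO wells and 100% = thioflavine S control wells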
#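 Control set: DMSO versus 110 µM thioflavine S; Material: NS3 helicase fragment of HCV; Measured by: Cy5 fluorescence at 0 and 60 min, beacon hairpin quenching; Read-out basis: percent inhibition from t60/t0 fluorescence ratio; Times: reaction time 60 min, 25 °C; Repeats: single replicate; Compound dosing: single dose, 10.9 µM nominal final, DMSO 0.8% final.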
# V1aR counter: counter-screen for oxytocin receptor agonists: human V1a receptor agonists; P37288; CHO-V1R cells, Fluo-8 calcium fluorescence, agonist mode; 0% DMSO, 100% 3 nM vasopressin; activation, % at 3 µM; actives 0.25% (n = 320,000);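 active = activation above the mean activation of all tested compounds plus 3 SD, per screening run, cut at about 20% in these data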;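 also: signal is peak over basal fluorescence ratio across a 100 second FLIPR read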
# An asterisk follows results filed as active; nt = not tested or not shown.
SMILES,GalR3 antagonist,VIM-2 inhibitor,PHOSPHO1 inh,GPR7 antagonist,IMP-1 inh,OXTR ag,FID counter,NS3 helicase inh,V1aR counter
CCOc1cc(CNc2ccc(N3CCCC3)cc2)cc(Cl)c1OC,-2,-0.6,-12,1,-0.5,-1.4,-3,17,-0.7
Cn1cc(CN2CCN(Cc3cccnc3)CC2)c(-c2ccc3c(c2)OCCO3)n1,-7,-4.4,33,-3,-2.2,0.5,10,2,-0.2
CCOc1ccc(C(=O)Nc2ccncc2)cc1,-1,-0.5,-2,-3,-0.9,4.8,1,-10,3.3
COc1ccc2[nH]c(=O)c(CN(c3ccccc3)S(=O)(=O)c3ccccc3)cc2c1,-2,-1.9,29,-12,-3.7,-0.3,-19,-6,0.5
Cc1ccc(-n2nnnc2SCc2nnc(-c3ccccc3Br)o2)c(C)c1,-4,-1.6,-1,-8,-3.5,1.1,-26,4,1.9
O=C(CCc1cnccn1)NC1CCCc2c1cnn2-c1ccc(F)cc1F (stereo not given),4,-3.1,26,1,-2.6,-0.5,-13,5,0.6
COc1ccc(CCNC(=O)C(Sc2ccccn2)c2ccccc2)cc1OC (stereo not given),-3,1.4,39,11,0.2,-2.5,-37,29,-0.1
O=C(N=C1SC2CS(=O)(=O)CC2N1c1cccc(Cl)c1Cl)C1CC1 (stereo not given),-8,-1.8,7,-1,-1.2,3.1,-14,-6,1.7
Cc1ccccc1Nc1nc(NCc2ccco2)c2ccccc2n1,-10,-1.4,2,27*,-1.7,1.1,27,-57,0.9
COc1cccc(Cn2nnc(C(=O)NCc3ccc4c(c3)OCO4)c2N)c1,4,-3.3,34,-18,-1.9,2.5,-14,-1,2.4

# Random excerpt: four compounds from above, in no set order.
SMILES,GalR3 antagonist,VIM-2 inhibitor,PHOSPHO1 inh,GPR7 antagonist,IMP-1 inh,OXTR ag,FID counter,NS3 helicase inh,V1aR counter
O=C(CCc1cnccn1)NC1CCCc2c1cnn2-c1ccc(F)cc1F (stereo not given),4,-3.1,26,1,-2.6,-0.5,-13,5,0.6
COc1ccc2[nH]c(=O)c(CN(c3ccccc3)S(=O)(=O)c3ccccc3)cc2c1,-2,-1.9,29,-12,-3.7,-0.3,-19,-6,0.5
Cc1ccc(-n2nnnc2SCc2nnc(-c3ccccc3Br)o2)c(C)c1,-4,-1.6,-1,-8,-3.5,1.1,-26,4,1.9
Cn1cc(CN2CCN(Cc3cccnc3)CC2)c(-c2ccc3c(c2)OCCO3)n1,-7,-4.4,33,-3,-2.2,0.5,10,2,-0.2

# Returning to the listing; the 2 compounds before the break are reprinted first.
SMILES,GalR3 antagonist,VIM-2 inhibitor,PHOSPHO1 inh,GPR7 antagonist,IMP-1 inh,OXTR ag,FID counter,NS3 helicase inh,V1aR counter
Cc1ccccc1Nc1nc(NCc2ccco2)c2ccccc2n1,-10,-1.4,2,27*,-1.7,1.1,27,-57,0.9
COc1cccc(Cn2nnc(C(=O)NCc3ccc4c(c3)OCO4)c2N)c1,4,-3.3,34,-18,-1.9,2.5,-14,-1,2.4
COc1ccc(CCNC(=O)c2ccccc2OCc2ccccc2)cc1,-2,-0.7,10,2,-1.1,1.4,-46,-7,2.1
Nc1nc(-c2ccco2)nn1S(=O)(=O)c1ccccc1,-8,-4.5,52,-7,-4.3,0.9,0,2,-0.3
COc1ccc(-c2nsc3c(N4CCCCC4C)ncnc23)cc1 (stereo not given),-4,-2.7,37,-12,-4.9,-1.6,-3,-18,0.7
CC(=O)NCCC(Cc1ccccc1)c1ccco1 (stereo not given),2,-0.9,-10,-1,0.1,-0.6,-23,3,-0.6
CCc1nnc(NC(=O)CSc2nnc(-c3ccco3)n2C)s1,-6,-2.7,-4,-7,-1.9,-0.3,-6,1,-0.5
NC(=O)C1CCN(C(=O)COc2ccc3ccc(=O)oc3c2)CC1,-6,0.0,8,-7,-2.8,1.0,-4,1,1.1
CC1CCN(c2nc(-c3ccco3)c3c(c2C#N)CC(C)(C)OC3)CC1,-3,-2.0,14,3,-2.4,-0.7,-18,22,-1.3
COCCn1c(C)cc(/C=C2/SC(=O)N(CC(=O)N3CCCC3)C2=O)c1C,-9,-0.4,-30,2,-3.9,0.1,-28,14,-0.6
O=[N+]([O-])c1ccc(N2CCCCC2)cn1,-5,-0.9,38,4,-1.4,-0.1,-8,14,1.0
Cc1cnn(CCC(=O)NNC(=S)Nc2ccc(F)cc2)c1,3,-2.5,-21,-12,-5.0,1.5,2,0,0.4
N#Cc1cccc(NC(=O)CCn2ccnc2)c1,-4,-2.9,9,-4,-4.3,0.3,1,8,0.7
COc1ccccc1NC(=S)N(CCCN1CCOCC1)Cc1ccccn1,-1,-0.7,7,-3,-1.4,0.2,-3,2,1.0
CC(C)n1ncc(C(N)=O)c1N,7,-3.0,-6,-3,-1.2,2.5,-2,0,0.4
CC(=O)N1CCN(C(=O)c2cc3ccccc3o2)CC1,-9,0.0,39,-9,-2.3,1.4,-13,-5,0.0
CCN(CCN(C)C)C(=O)c1ccc2c(c1NCCO)C(=O)c1ccccc1C2=O,-9,14*,-5,1,-1.1,0.1,33,-3,-0.1
Cn1ccc(=Nc2ccc(NC(=O)c3ccc(N=c4ccn(C)c5ccc([N+](=O)[O-])cc45)cc3)cc2)cc1,-10,-1.4,26,-4,15*,-0.5,99*,-32,2.7
CCCC(NC(=O)COc1cc2c(c3oc(=O)cc(C)c13)CCC(C)(C)O2)C(=O)O (stereo not given),-11,2.7,33,-3,-2.2,-0.1,-27,9,0.0
CC(Sc1ncnc2ccccc12)C(=O)Nc1ccc2c(c1)OCO2 (stereo not given),-6,-0.9,34,-4,-3.3,5.4,-16,-2,4.6
COCC(=O)NC1CCN(C(=O)Nc2ccc(Br)cc2)CC1,-1,-1.1,34,4,0.2,1.8,-3,-4,0.3
O=C1CCCN2N=C(SCC(=O)Nc3nccs3)SC2=N1,-6,0.2,2,-10,-0.3,-0.1,-1,4,-0.1
COc1cc(S(=O)(=O)NCCCN2CCOCC2)ccc1-n1cnnn1,7,-2.1,20,13,-4.0,0.8,2,-4,0.9
CC(=O)c1sc2nsc(SCCN3CCOCC3)c2c1N,-3,0.3,86*,-7,-2.3,1.5,-9,0,3.3
O=C(C1CC(c2ccc(F)cc2)=NO1)N1CCc2ccccc2C1 (stereo not given),1,-3.0,17,-5,-4.5,-1.4,-7,1,-0.2
CCCNc1nc(Cl)nc(NCc2cccnc2)n1,-5,-2.0,8,-1,-1.1,-0.6,-2,-12,0.3
CSc1ccc(NC(=O)NCCCN2CCC(Cc3ccccc3)CC2)cc1,-12,-2.2,9,29*,-1.9,8.9,21,-67,5.8
Cc1ccc2c(c1)N(CC(=O)NC1CCCC1)C(=O)c1cccnc1O2,1,0.8,18,11,1.5,-0.2,-15,9,-0.1
Cc1nc2ccc(S(=O)(=O)NCC(=O)NCCN3CCCCC3C)cc2s1 (stereo not given),-2,-2.0,18,-14,-4.2,0.5,-2,4,2.1
CCOC(=O)N1CCN(C(c2ccc(C(C)C)cc2)c2sc3nc(C)nn3c2O)CC1 (stereo not given),nt,0.7,12,-3,-1.0,1.4,-43,-3,-0.2
CCOc1ccccc1-n1c(SCC(N)=O)nnc1-c1cccnc1,-2,-1.7,42,-5,-4.3,0.5,-3,-5,1.0
O=C(O)c1ccc(NC(=O)C2CCCCC2)cc1,-2,-5.6,-24,-10,-4.8,0.1,-2,8,-0.4
CCOC(=O)N1CCC(n2c(SCC(=O)OCc3ccccc3)nc3ccsc3c2=O)CC1,-2,-0.6,10,-10,-3.8,-1.7,-4,-2,-0.5
S=C(NCc1cccc(Cl)c1)NCc1ccco1,-1,-1.9,23,-3,-2.2,nt,-12,11,nt
COC(=O)CCCC(=O)NC1CCCN(C2Cc3ccccc3C2)C1 (stereo not given),-8,0.0,19,-12,-0.4,-0.1,-2,2,0.8
COc1ccc(Br)c(C(=O)Nc2nc3ccccc3[nH]2)c1,-1,-2.8,40,14,-3.1,0.9,-10,1,1.2
O=C(OCN1C(=O)c2ccccc2C1=O)c1cccs1,-5,-1.3,-1,21,-0.6,1.2,2,-2,0.1
COC(=O)CCC(=O)OC1(C)C(=O)C=C2C=C(C3CC3)N(C3CCCC3)C=C2C1=O (stereo not given),0,nt,26,nt,nt,-0.4,nt,nt,-0.8
N#Cc1c(C(F)(F)F)cc(C2CC2)[nH]c1=O,-3,0.2,-18,0,-3.1,0.8,10,-7,0.3
COC(=O)[C@H](CCSC)NC(=O)NCc1ccccn1,-5,-2.3,2,3,-2.4,-0.2,3,1,0.4
COc1ccc(C(=O)/C=C/Nc2ccc([N+](=O)[O-])cc2C)cc1OC,1,-2.4,-14,-1,-3.7,-0.9,-2,-7,-0.4
Cc1nc2c(c(=O)c3ccccc3n2C)c(=O)n1C1CCCCCC1,-2,3.0,30,8,1.0,20*,-13,12,12
CCOC(=O)C1CCCN(C(=O)c2ccc(C)cc2O)C1 (stereo not given),1,-1.8,-7,-17,-8.3,0.9,-4,0,0.9
CC(C)OCCCNC(=O)c1cccs1,-7,-2.2,16,-2,-2.2,0.1,-1,10,1.1
COc1cc(C(=O)Nc2ccc(S(=O)(=O)N3CCc4ccccc43)cc2)cc(OC)c1OC,-7,-3.1,-7,14,-0.8,0.6,-15,-18,1.9
Cc1n[nH]c(=S)c2nn(-c3cccc(Cl)c3)c(C)c12,-3,3.1,-37,-4,-0.1,nt,-2,-12,nt
Cc1cc(C)cc(Nc2ncnc3nc[nH]c23)c1,-5,-3.0,37,-5,-4.0,-0.5,0,-12,2.6
O=C(NCCN1CCN(c2ccccc2Cl)CC1)Nc1ccccc1,-7,-0.6,14,-21,-0.9,1.3,6,1,-1.4
CCOc1ccc(C(=O)Nc2cc(C)on2)cc1OCC,-4,-0.7,13,-6,-2.6,-0.4,-9,-1,0.0
Oc1ccc(C[C@@H]2CNC(=S)N2CCCCC2CCCCC2)cc1,-5,-4.1,39,-9,-4.1,2.1,-16,-2,1.3
CC(C)N1CCC(=NNc2ccc([N+](=O)[O-])cc2S(=O)(=O)N2CCOCC2)CC1,0,-2.9,37,-6,-2.3,0.3,0,12,0.1
Cc1ccc2oc(-c3cccc(NC(=O)/C=C/c4cccc([N+](=O)[O-])c4)c3C)nc2c1,-2,-2.7,12,-8,-2.2,-2.0,-2,4,-1.2

# Remaining list, next part.
SMILES,GalR3 antagonist,VIM-2 inhibitor,PHOSPHO1 inh,GPR7 antagonist,IMP-1 inh,OXTR ag,FID counter,NS3 helicase inh,V1aR counter
CC(=O)c1cccc(NC(=O)N2CCCC2C(=O)NCc2ccc(F)cc2)c1 (stereo not given),-4,-0.7,0,-2,-0.6,-0.1,0,8,0.6
Cn1cccc1C1(C(F)(F)F)NCCNC1=O (stereo not given),-2,-2.0,28,-5,-3.4,1.2,-2,5,-0.1
CCOC(=O)N1CCN(C(=O)CCc2ccc(S(=O)(=O)NC(C)C)cc2)CC1,-7,-1.4,4,3,1.8,nt,-22,-9,nt
Cc1ccc(NC(=O)/C(=C/c2cccc(Br)c2)NC(=O)c2ccco2)cc1,-7,-5.0,16,-7,-4.1,-0.9,-4,-1,-1.2
O=C(O)c1ccccc1NCc1ccncc1,-7,-3.5,21,-3,-1.9,1.2,-2,-2,0.2
O=C(N/C(=C/c1ccc(Br)cc1)C(=O)N1CCCCC1)c1ccccc1F,-2,3.1,28,-2,2.5,-0.9,-62,4,-0.1
